Screening results deposited in PubChem BioAssay by several laboratories.
GSK3beta inhib – inhibitors of human GSK3beta kinase; P49841; GST-GSK3beta kinase, ADP-Glo luminescence, 60 min; active compounds read low; 300,000 compounds, 0.038% hits; AID 2097; activity score (negative = inhibition), % at 10 µM;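 active = more than half of replicate wells score below -50%, meaning over 50% inhibition versus plate controls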;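 also: 0% = median DMSO wells and -100% = median GW8510 positive control wells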
Target sequence (P49841 whole entry, looked up): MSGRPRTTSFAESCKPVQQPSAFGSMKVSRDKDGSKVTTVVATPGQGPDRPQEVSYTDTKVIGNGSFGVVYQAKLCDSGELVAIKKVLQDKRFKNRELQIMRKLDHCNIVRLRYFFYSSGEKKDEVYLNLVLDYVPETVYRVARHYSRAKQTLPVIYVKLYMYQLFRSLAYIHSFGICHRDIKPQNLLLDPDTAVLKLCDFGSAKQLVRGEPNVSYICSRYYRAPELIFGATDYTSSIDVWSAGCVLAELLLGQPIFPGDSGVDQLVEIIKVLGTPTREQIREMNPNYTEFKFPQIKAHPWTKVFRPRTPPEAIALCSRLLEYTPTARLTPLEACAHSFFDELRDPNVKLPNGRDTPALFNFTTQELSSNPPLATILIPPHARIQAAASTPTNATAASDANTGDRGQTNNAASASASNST
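Assay system: GST-fused GSK3beta enzyme, cell-free / Medium: Tris pH 7.5 buffer with MgCl2, DTT, BSA, heparin / Also added: peptide substrate plus 25 µM ATP (final) / Compound: 10 µM single point / Timing: kinase reaction with compound 60 min at room temperature / Detection: ADP-Glo luminescence / Benchmarks: DMSO neutral wells and GW8510 at 20 µM as positive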
aSyn UTR inh – 5' untranslated region of α-synuclein, MLPCN primary screen; alpha-synuclein 5'UTR reporter, inhibitor activity; inhibition, % (tested at 7.5 µM); 300,000 compounds, 0.82% hits; AID 1813; in the data active = inhibition above about 60%;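 also: H4 neuroglioblastoma cells stably carrying SNCA 5'UTR luciferase fusion; 0% = DMSO wells and 100% = positive control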
PolyA inh – inhibitors of polyadenylation in S. cerevisiae. AID 1875. calls only at 12 µM. 300,000 compounds, 0.02% hits. S. cerevisiae SKY197-pL101 polyadenylation reporter, beta-gal luminescence; efflux-impaired pdr1/pdr3 knockout yeast; score 100 = 6 SD above DMSO;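 active = lowest replicate activity score at least 50, where 100 means six control SD above control mean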;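 also: yeast exposed to compound for 9 h at 30 °C; higher score means more reporter readthrough which indicates perturbed polyadenylation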
HSF1 inh – HSF1 inhibition | NIH3T3-HGL HSE-luciferase, MG132-induced, luminescence 8 h; active compounds read low | 300,000 compounds, 0.77% hits | AID 2098 | activity change, negative = inhibition, % at 7.5 µM (by protocol);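 active = more than half of replicate wells show activity change below -50%, luminescence cut by over half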;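 also: luciferase reports HSF-1 transcriptional activity via heat shock element; 0% = median of DMSO wells and -100% = zero luminescence signal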
KLF5 inh – suppresses KLF5 promoter-driven expression | DLD-1 KLF5 promoter-luciferase reporter, luminescence | inhibition, % at 5 µM | 290,000 compounds, 0.23% hits;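 active = inhibition above a per-plate limit of that plate's mean compound inhibition plus 3 SD, cut at about 60% in these data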;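 also: 0% = DMSO wells and 100% = LY294002 at 200 µM; higher means less KLF5 promoter-driven luciferase light; inactives centre near -14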
HSF-1 act – increases HSF-1 driven luciferase reporter signal; 300,000 compounds, 1.7% hits; NIH3T3-HGL HSF-1 luciferase reporter, MG132, 8 h; 100% = twice DMSO control signal; AID 504408; activation, % at 9 µM;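 active = mean replicate activation of at least 50% with a set share of replicates each reaching 50%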;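 also: 0% = median of the neutral control wells and 100% = twice that signal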
IEC-6 tox – IEC-6 cytotoxicity, counter-screen for KLF5 inhibitors; inhibition, % at 5 µM; AID 1825; luminescence viability; 290,000 compounds, 0.78% hits; in the data active = inhibition above about 22%;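 also: 0% = plate median of test compound wells and 100% = cytotoxic reference compound wells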
HSP90 refold inh – inhibitors of HSP90 luciferase refolding in rabbit reticulocyte lysate; luciferase refolding luminescence, 3 h; inhibition, % at 5.6 µM; 290,000 compounds, 0.91% hits;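 active = inhibition above the screen-wide mean plus 3 SD, computed separately per campaign, cut at about 16% in these data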;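 also: 0% = DMSO wells and 100% = 60 µM geldanamycin wells; inhibitors lower the luminescence because luciferase stays unfolded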
GSK3A inh – blocks human GSK-3 alpha kinase | P49840 | ADP-Glo luminescence, 60 min | inhibition, % at 10 µM | 320,000 compounds, 0.1% hits;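 in the data active = inhibition above about 50%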;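 also: GST-tagged GSK-3 alpha with peptide substrate and 25 µM ATP; 0% = DMSO neutral wells and 100% = GW8510 positive control wells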
Target sequence (P49840 whole entry, looked up): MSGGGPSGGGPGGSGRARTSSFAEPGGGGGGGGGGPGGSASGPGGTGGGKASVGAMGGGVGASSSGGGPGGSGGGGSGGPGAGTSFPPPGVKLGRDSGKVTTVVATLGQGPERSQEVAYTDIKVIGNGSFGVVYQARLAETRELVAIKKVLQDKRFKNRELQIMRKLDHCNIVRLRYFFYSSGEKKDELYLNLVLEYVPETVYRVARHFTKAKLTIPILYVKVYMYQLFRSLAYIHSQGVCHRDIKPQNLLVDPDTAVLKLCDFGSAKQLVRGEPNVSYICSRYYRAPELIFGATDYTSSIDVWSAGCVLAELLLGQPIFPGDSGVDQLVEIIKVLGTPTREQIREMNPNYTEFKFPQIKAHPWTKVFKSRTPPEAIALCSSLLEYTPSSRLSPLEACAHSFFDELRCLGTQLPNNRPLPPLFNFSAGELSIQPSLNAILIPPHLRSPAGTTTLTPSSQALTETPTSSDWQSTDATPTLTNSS
AI-2 QS mod – modulates the Vibrio harveyi AI-2 quorum sensing system; Vibrio harveyi JMH597 AI-2 luminescence/OD600 ratio, 9 h; active compounds read low; strain lacks LuxN and CqsS sensors; 0 = neutral-control median; activity change, % at 7.5 µM; 300,000 compounds, 0.4% hits; AID 2094; in the data active = activity change below about -75%, passing the limit was not always enough;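 also: luminescence divided by OD600 gain over 9 h not by final OD600 alone; inactives centre near 13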
* marks the source's active call; other numbers are inactive results; i = inactive; nt = no result given. Not all compounds are listed (hit frequency here may not be typical).

cpd	SMILES	GSK3beta inhib	aSyn UTR inh	PolyA inh	HSF1 inh	KLF5 inh	HSF-1 act	IEC-6 tox	HSP90 refold inh	GSK3A inh	AI-2 QS mod
1	COc1ccc(NC(=O)C2CCCN(S(=O)(=O)c3ccc4c(c3)oc(=O)n4C)C2)cc1OC (centres undefined)	4	-4	i	-1	-30	7	-9	-1	0	22
2	C/C(=N/NC(=O)c1ccc(Br)o1)c1ccc(C)o1	-6	-45	i	10	4	41	2	1	10	23
3	Cc1cn2c(-c3ccncc3)nnc2s1	-3	-8	i	5	2	17	-7	1	4	29
4	C[C@H](NS(=O)(=O)c1ccc(Cl)cc1)C(=O)OCC(=O)c1ccc[nH]1	-2	18	i	5	-10	37	-2	0	0	48
5	Cc1cccc(C(=O)OCc2cc3ccccc3[nH]c2=O)c1	-1	26	i	-1	-34	7	1	0	0	17
6	C[C@H](NC(=O)OCc1ccccc1)C(=O)N[C@@H](Cc1c[nH]c2ccccc12)C(=O)O	1	18	i	-6	nt	-10	nt	nt	-3	23
7	CCOc1ccc2nc(-c3ccccc3)[nH]c2c1	0	2	i	21	14	29	42*	19*	0	48
8	CCCN1CCC(=O)N(CCSc2ccc(NC(C)=O)cc2)CC1	-4	4	i	-1	nt	-7	nt	nt	0	22
9	CSc1nc(-c2ccccc2)nn1C(=O)c1ccco1	-1	-7	i	4	-38	1	6	0	0	-6
10	CCOc1cc(/C=C2\C(=N)N3N=CSC3=NC2=O)ccc1OS(=O)(=O)c1ccccc1	4	4	i	6	-32	2	-2	3	-2	44
11	CCN(CC)S(=O)(=O)c1ccc(N2CCOCC2)c(NC(=O)c2ccc3c(c2)OCCO3)c1	1	-22	i	-3	nt	-3	nt	nt	-2	-1
12	CC(=O)N1CCOc2ccc(S(=O)(=O)NCC3CCC(C(=O)Nc4ccc(C)cn4)CC3)cc21 (centres undefined)	-2	11	i	-3	-36	2	6	-4	0	15
13	O=C(O)c1ccc(C(=O)Nc2cccc3ccccc23)c(C(=O)O)c1	0	29	i	0	-47	-5	-1	4	-1	31
14	N#Cc1cccc2c1-c1ccccc1/C2=N/NC(N)=O	-1	15	i	-4	-1	-16	12	-1	2	-15
15	O=C(CCNC(=O)C1CCN(S(=O)(=O)c2ccccc2)CC1)NCc1ccncc1	-1	3	i	-8	-16	-3	2	-2	1	19
16	C#CCOC(=O)Nc1ccc(=O)n(Cc2c(Cl)cccc2Cl)c1	-3	-1	i	-5	-20	7	-9	-4	2	17
17	CC(C)(C)Nc1nc(Cl)nc(NCc2ccccc2)n1	-4	27	i	1	0	28	9	2	1	19
18	Cc1ccc2[nH]c3c(c2c1)CCCC3NCCO (centres undefined)	0	21	i	5	-36	30	8	-1	5	0
19	COc1cccc(-c2noc(CCCC(=O)N3CCOCC3)n2)c1	0	-23	i	-4	-13	3	-6	2	8	18
20	Cc1ccc(NC(=O)CSc2nnc(NC(=O)c3ccc(S(=O)(=O)N4CCOCC4)cc3)s2)cc1	0	-24	i	0	-2	9	1	1	2	16
21	CN(c1ccccc1C(=O)Nc1cccc(C(F)(F)F)c1)S(C)(=O)=O	-25	4	i	2	-22	7	1	6	-1	11
22	CCNC(=O)Nc1ccc(S(=O)(=O)Nc2cnc(C)nc2C)cc1	1	-8	i	0	10	31	3	5	-1	2
23	CCn1cc(C(=O)N2CCN(c3ccc(OC)cc3)CC2)c(=O)c2cc(S(=O)(=O)N3CCOCC3)ccc21	2	-1	i	-3	-16	-6	-1	-6	0	10
24	O=C(c1ccco1)N1CCN(C(=O)c2ccc(COc3ccc(Cl)cc3Cl)o2)CC1	-1	22	i	-1	-35	18	-8	-3	-2	31
25	Cc1cc(C(=O)N2CCN(c3ncccn3)CC2)nn1C	2	28	i	-4	12	0	4	-1	3	20
26	COc1cccc(NC(=O)CN(C)C(=O)c2cc(S(=O)(=O)N3CCCCC3)ccc2Cl)c1	4	-8	i	6	nt	4	nt	nt	-2	9
27	O=C(C[n+]1ccc(-c2nnc3n2CCC3)cc1)c1ccc(Cl)c(Cl)c1	3	5	i	-2	5	-6	-4	3	-1	18
28	Cc1ccc2c(c1)sc(-c1ccc(N(C)C)cc1)[n+]2C	-11	4	i	-11	33	-17	44*	7	-2	7
29	CC1Cc2ccccc2N1Cc1cc(=O)n2ccsc2n1 (centres undefined)	nt	nt	nt	nt	-18	nt	-6	-2	3	nt
30	CSc1ccccc1NC(=O)CN(C)C(=O)CCc1c[nH]c2ccccc12	1	16	i	8	-5	4	4	1	-1	15
31	O=C(CSc1nc2nc(-c3cccs3)cc(C(F)(F)F)c2c(=O)[nH]1)Nc1ccc(F)c(F)c1	-29	8	i	2	-30	9	1	0	nt	42
32	Cc1cc(/C=C2\SC(=Nc3ccc(N4CCOCC4)cc3)N(C)C2=O)c(C)n1-c1cccnc1	3	-42	i	16	-20	28	-2	-3	nt	28
33	CO[C@@]1(NC(=O)Cc2cccs2)C(=O)N2C(C(=O)O)=C(COC(N)=O)CS[C@@H]21	3	1	i	5	30	6	8	0	0	24
34	CCOC(=O)N1CCN(Cc2cc(=O)oc3cc4c(cc23)CCC4)CC1	-7	15	i	-6	2	-8	-5	4	9	7
35	CC(C)OCCCNC(=O)c1ccncc1	51	2	i	-3	-20	7	-8	-1	0	9
36	O=C(NCCNC(=O)c1cc(OCC(F)(F)F)ccc1OCC(F)(F)F)Nc1ccc(Cl)cc1	-1	-30	i	10	-17	13	0	-2	1	12
37	CCOC(=O)C1=C(C)N(CCCC(=O)O)C(=O)NC1C(CC)CC (centres undefined)	-4	12	i	-3	nt	11	nt	nt	-2	13
38	Cc1cc(O)ccc1NC(=O)CCN1C(=O)c2ccc([N+](=O)[O-])cc2C1=O	0	-3	i	-6	-4	1	3	1	2	27
39	O=C(CNC1CCN(Cc2ccccc2)CC1)Nc1ccc(S(=O)(=O)N2CCCCC2)cc1	1	8	i	1	6	22	-11	3	0	1
40	CC(C)NC(=O)c1cc2ccccc2o1	3	-16	i	-12	12	9	-6	-3	-1	16
41	O=C(OCCCc1ccncc1)c1ccc(S(=O)(=O)N2CCOCC2)cc1	5	-6	nt	-9	-33	5	0	-4	-1	1
42	Cc1cc(Cl)ccc1NC(=S)N1CCN(Cc2ccccc2)CC1	1	2	i	-5	4	-19	2	5	-1	3
43	COCCn1c(SCC(=O)Nc2nc3ccccc3s2)nnc1-c1ccoc1C	-14	16	i	-2	-19	-15	-1	2	2	11
44	CC(SCc1ccccc1)C(=O)N/N=C/c1cccs1 (centres undefined)	-2	21	i	7	23	17	3	-1	-2	10
45	CC(C)CN(C(=O)COC(=O)c1cccnc1Cl)c1c(N)n(Cc2ccccc2)c(=O)[nH]c1=O	-12	-7	i	0	nt	-3	nt	nt	0	0
46	COc1ccc(CC(=O)NCc2cccs2)cc1OC	0	-18	i	3	-10	6	0	-1	-1	7
47	NCCc1c(C(=O)O)[nH]c2ccc([N+](=O)[O-])cc12	3	4	i	-8	2	-12	-5	5	-1	10
48	Cc1ccc(CCNC(=O)Cn2ncc3c([nH]c4ccccc43)c2=O)cc1	1	8	nt	0	-6	-11	-2	6	-8	26
49	COc1ccc(N=C2S/C(=C\c3cc(C)n(C)c3C)C(=O)N2CC(C)C)cc1	2	16	i	3	-4	13	6	1	4	15

Of the compounds above, 6 have an aryl methoxy group.
cpd	SMILES	GSK3beta inhib	aSyn UTR inh	PolyA inh	HSF1 inh	KLF5 inh	HSF-1 act	IEC-6 tox	HSP90 refold inh	GSK3A inh	AI-2 QS mod
1	COc1ccc(NC(=O)C2CCCN(S(=O)(=O)c3ccc4c(c3)oc(=O)n4C)C2)cc1OC (centres undefined)	4	-4	i	-1	-30	7	-9	-1	0	22
19	COc1cccc(-c2noc(CCCC(=O)N3CCOCC3)n2)c1	0	-23	i	-4	-13	3	-6	2	8	18
23	CCn1cc(C(=O)N2CCN(c3ccc(OC)cc3)CC2)c(=O)c2cc(S(=O)(=O)N3CCOCC3)ccc21	2	-1	i	-3	-16	-6	-1	-6	0	10
26	COc1cccc(NC(=O)CN(C)C(=O)c2cc(S(=O)(=O)N3CCCCC3)ccc2Cl)c1	4	-8	i	6	nt	4	nt	nt	-2	9
46	COc1ccc(CC(=O)NCc2cccs2)cc1OC	0	-18	i	3	-10	6	0	-1	-1	7
49	COc1ccc(N=C2S/C(=C\c3cc(C)n(C)c3C)C(=O)N2CC(C)C)cc1	2	16	i	3	-4	13	6	1	4	15
